Source: PubChem BioAssay (Sanford-Burnham Center for Chemical Genomics)
TNAP inh pNP: inhibitors of human tissue-nonspecific alkaline phosphatase; P05186; purified TNAP, pNPP hydrolysis, absorbance 405 nm; inhibition, % at 20 µM; 21,000 tested, under 10 active; AID 615;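 note: 0% = DMSO only wells and 100% = 1 mM levamisole wells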
Target sequence (P05186 whole entry, looked up): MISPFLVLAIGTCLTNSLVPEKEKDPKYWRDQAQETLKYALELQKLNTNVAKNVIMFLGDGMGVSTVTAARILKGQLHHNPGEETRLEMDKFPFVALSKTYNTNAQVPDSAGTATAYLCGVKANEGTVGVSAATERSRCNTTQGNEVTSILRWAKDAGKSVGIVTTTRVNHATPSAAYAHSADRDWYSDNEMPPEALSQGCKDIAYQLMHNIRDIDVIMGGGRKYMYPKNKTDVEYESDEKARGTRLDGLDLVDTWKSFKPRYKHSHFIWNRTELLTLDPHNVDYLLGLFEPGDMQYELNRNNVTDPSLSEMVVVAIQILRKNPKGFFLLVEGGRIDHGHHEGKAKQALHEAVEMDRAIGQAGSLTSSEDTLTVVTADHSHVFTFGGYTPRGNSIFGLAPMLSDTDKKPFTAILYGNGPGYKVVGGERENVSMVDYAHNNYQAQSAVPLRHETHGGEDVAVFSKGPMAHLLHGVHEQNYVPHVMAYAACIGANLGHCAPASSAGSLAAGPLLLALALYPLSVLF
TNAP Pi inh: inhibitors of human tissue-nonspecific alkaline phosphatase; inhibition, % at 20 µM; P05186; AID 614; 21,000 tested, under 10 active; purified TNAP, pNPP, malachite green phosphate absorbance
Starred values were filed as active, the others as inactive.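 Rule for the calls: active = inhibition above 50% at the 20 µM single-dose screen; inactive = the rest.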 Some of the compounds tested; count on the stated rates, not on these rows.

TNAP inh pNP,TNAP Pi inh,SMILES
4,11,COc1ccc(-c2noc(-c3ccc(Br)o3)n2)cc1OC
3,2,Brc1cnc(N2CCOCC2)nc1N1CCCCC1
1,1,COc1ccc(-c2nnc(SCC(=O)N3CCCC(C)C3)o2)c(OC)c1 (centres undefined)
0,-4,COc1ccc(N2CC(C)Cn3c2nc2c3c(=O)[nH]c(=O)n2C)cc1 (centres undefined)
-2,-4,CC(C)C1Cc2c(sc3c2c(=O)n(Cc2ccccc2)c2nncn32)CO1 (centres undefined)
4,-2,CC1(C)CC(=O)C2=C(C1)OC(N)=C(C#N)C21C(=O)N2CCCc3cccc1c32 (centres undefined)
2,12,O=S(=O)(c1ccc(F)cc1)N1CCN(CC(O)COCc2cccs2)CC1 (centres undefined)
-3,0,O=C(Nc1cccc(-c2nc3ccccc3[nH]2)c1)c1cccc(NC(=O)c2ccco2)c1
0,0,CC12CCC(=O)N1c1c(sc3nc(N4CCOCC4)c4c(c13)CCCC4)C(=O)N2 (centres undefined)
2,7,Cc1cccc(OCC(=O)N2CCC(N3CCOCC3)CC2)c1
-14,-7,CC(=O)OC1CC(C)N(C(=O)c2ccccc2)c2ccc(C)cc21 (centres undefined)
0,6,CCn1c(SCC(=O)Nc2ccccc2OC)nnc1-c1cnccn1
6,6,O=C(c1ccc2c(=O)n(-c3ccccc3)c(=O)[nH]c2c1)N1CCCCC1
-5,-1,COc1cccc(CNCCSc2nnnn2C)c1
-10,-3,CC(=O)Nc1ccc(NC(=O)c2ccco2)cc1
8,12,CCOc1ccc2nc(NC(=O)CSc3nc4cccnc4n3C)sc2c1
4,3,O=C(Nc1ccc2c(c1)OCCO2)c1ccc(Br)o1
-3,3,Cc1csc(CCc2nc(C)cs2)n1
3,-4,Cc1cc(C(=O)OCC(=O)N2CCN(c3ccccc3)CC2)c2ccccc2n1
-2,1,CCC(=Nc1ccc(N)cc1)C1=C(O)C(C(=O)OC)C(C)(C)CC1=O (centres undefined)
3,8,O=C(OCCN1CCOCC1)c1ccc2c(c1)OCCO2
8,10,COC(=O)c1cc(OC)c(OC)cc1N
4,7,CCOc1cccc(-c2nnc3sc(-c4cc(OC)c(OC)c(OC)c4)nn23)c1
1,14,N#Cc1nc(Cc2cccc3ccccc23)oc1NCc1ccc2c(c1)OCO2
6,10,Cc1ccc(OCC(=O)Nc2ccc3c(c2)nc(CCN2CCOCC2)n3C)cc1
-1,5,COc1ccc(OCC(=O)N(C)Cc2ccccc2)cc1
3,12,COc1ccc(-c2c3c(=O)n(C)c(=O)n(C)c3cn2NC(C)=O)cc1
-8,-32,COc1ccc(C2C(C(=O)NCc3ccccc3)=C(C)Nc3ncnn32)cc1OC (centres undefined)
0,7,COC(=O)c1ccc(=O)n(-c2ccc(OC)cc2)c1
4,10,COc1ccccc1N1CCN(S(=O)(=O)c2ccc3c4c(cccc24)C(=O)N3C)CC1
1,8,NC(=O)c1c(C(F)(F)F)cc(-c2ccccc2)nc1NCCO
-4,2,C(=N\c1nc2ccccc2n1Cc1ccccc1)/c1cccs1
1,5,CCOC(=O)C1=C(C)NC(=O)NC1c1cc2c(cc1Br)OCO2 (centres undefined)
2,10,Cc1ccc(-c2nc(CN(C)C)cc(CN(C)C)c2O)cc1
6,10,CC1CCN(S(=O)(=O)c2ccc(S(=O)(=O)N3CCN4CCCC4C3)cc2)CC1 (centres undefined)
4,-14,O=S1(=O)N=C(N2CCN(Cc3ccc4c(c3)OCO4)CC2)c2ccccc21
0,0,FC(F)(F)c1cccc(OCCOCCn2cncn2)c1
4,7,CCOC(=O)c1ccc(N=Cc2nc(-c3ccccc3)oc2OC(C)=O)cc1
-13,-9,CCc1ccc2oc(=O)cc(CN3CCC(C)CC3)c2c1
-1,14,CC(=O)c1ccc(N2CCN(C(=O)c3ccco3)C(C)C2)c(F)c1 (centres undefined)
0,-20,COC(=O)Cc1nnc(NC(=O)c2ccccc2)s1
-10,-2,CCCCOCCCNC(=O)N[C@@H](CCSC)C(=O)OC
4,8,Cc1occc1C(=O)NC(C)C(C)(C)C (centres undefined)
1,-29,CCSc1nnc(NC(=O)c2ccc(Br)s2)s1
-2,1,O=C(CN1C(=O)c2ccccc2S1(=O)=O)Nc1ccc(S(=O)(=O)N2CCCCC2)cc1
5,13,CCC(=O)Nc1cccc(NC(=O)c2cccnc2)c1
2,10,Cn1c(CNC(=O)Nc2cccc(Cl)c2)nnc1SCc1ccccc1
5,8,CCCCc1nc(NCC2CCCO2)c(C#N)c2c1COC(C)(C)C2 (centres undefined)

The last 3 records of the section above come first, to join the parts.
TNAP inh pNP,TNAP Pi inh,SMILES
5,13,CCC(=O)Nc1cccc(NC(=O)c2cccnc2)c1
2,10,Cn1c(CNC(=O)Nc2cccc(Cl)c2)nnc1SCc1ccccc1
5,8,CCCCc1nc(NCC2CCCO2)c(C#N)c2c1COC(C)(C)C2 (centres undefined)
5,9,Cc1ccc(NCc2nnc(SCC(=O)NCCc3ccccc3)n2C)cc1
2,7,CCOC(=O)CN(C(=O)Cn1nnc2ccccc21)C(C(=O)NCCOC)c1ccccc1 (centres undefined)
4,8,COCCn1nnnc1C(C(C)C)N1CCC(Cc2ccccc2)CC1 (centres undefined)
-2,-16,O=C(CSC1CCCCC1)N1CCN(c2ccccc2)CC1
7,11,Nn1c(SCC(=O)NCCC2=CCCCC2)nnc1C1CCCCC1
1,10,COc1cc(C(c2nnnn2C(C)(C)C)N2CCN(C)CC2)cc(OC)c1OC (centres undefined)
8,10,O=C(NC12CC3CC(CC(C3)C1)C2)c1cc2nc(-c3ccco3)cc(C(F)(F)F)n2n1
-3,-5,Clc1ccc(CSc2nnc(-c3ccncc3)o2)c(Cl)c1
2,4,CCSc1nc2sc3c(c2c2nnc(SCC(=O)NCc4ccco4)n12)CCCC3
2,0,CCOc1ccc(C(=O)NCc2cccs2)cc1
5,12,Cc1nc2sc3c(NCc4ccco4)ncnc3c2c2c1COC(C)(C)C2
4,9,Cc1cc(C)c2c(CN3CCN(CCO)CC3)cc(=O)oc2c1

Compounds shown so far that contain two or more sulfur atoms, in the order listed:
TNAP inh pNP,TNAP Pi inh,SMILES
2,12,O=S(=O)(c1ccc(F)cc1)N1CCN(CC(O)COCc2cccs2)CC1 (centres undefined)
8,12,CCOc1ccc2nc(NC(=O)CSc3nc4cccnc4n3C)sc2c1
-3,3,Cc1csc(CCc2nc(C)cs2)n1
6,10,CC1CCN(S(=O)(=O)c2ccc(S(=O)(=O)N3CCN4CCCC4C3)cc2)CC1 (centres undefined)
1,-29,CCSc1nnc(NC(=O)c2ccc(Br)s2)s1
-2,1,O=C(CN1C(=O)c2ccccc2S1(=O)=O)Nc1ccc(S(=O)(=O)N2CCCCC2)cc1
2,4,CCSc1nc2sc3c(c2c2nnc(SCC(=O)NCc4ccco4)n12)CCCC3

(next part)
TNAP inh pNP,TNAP Pi inh,SMILES
4,3,CCOCCCn1cnc2c(c1=O)c1nc3ccccc3nc1n2-c1ccccc1
1,16,Cc1oc2cc(O)cc(O)c2c(=O)c1-c1ccc2c(c1)OCCCO2
8,7,O=C(NCCCN1CCN(Cc2ccccc2)CC1)c1nnc(Cc2c(F)cccc2Cl)o1
2,8,CCN(CC)c1ccc2cc(C(=O)Nc3ccc(-n4cnnn4)c(OC)c3)c(=O)oc2c1
3,8,COC(=O)c1[nH]c2ccc(C)cc2c1NC(=O)C(C)N1CCN(C2CCCCC2)CC1 (centres undefined)
4,8,CC(C)OCCCNC(=O)c1ccncc1
-15,-10,O=S(=O)(CCSc1nc2ccccc2o1)c1nc2ccccc2s1
1,3,CCN1CCN(C2CCN(C(C)=O)CC2)CC1
3,14,Cc1ccc2c(c1)N(C(=O)CSc1nncn1C)C(C)(C)c1ssc(=S)c1-2
4,9,CCc1cc(=O)oc2cc(C)cc(OC(C)C(=O)O)c12 (centres undefined)
4,7,CNc1oc(-c2ccccc2)nc1C#N
-4,2,CCOC(=O)C1=C(C)N=c2s/c(=C\C(=O)OC)c(=O)n2C1c1ccc(OC)cc1 (centres undefined)
4,14,CCCCc1nnc(SCCSc2nnc(CCCC)n2N)n1N
4,7,Cn1c(=O)c2c(nc(NCCNC(=O)c3ccco3)n2Cc2ccc(Cl)cc2Cl)n(C)c1=O
7,16,Cc1nc2nc(-c3ccco3)[nH]n2c(=O)c1Cc1ccccc1
2,10,Cc1sc2nc(SCC(=O)NCc3ccco3)n(-c3ccccc3)c(=O)c2c1C
-2,-1,CCc1cc(=O)oc2c(CN3CCCC3)c(O)c(Cl)cc12
2,-20,CCc1ccccc1NC(=O)N[C@@H](C)C(=O)OC
-7,2,CC(=O)Nc1ccc(NC(=O)N2CCCCC2)cc1
1,-10,CCCCOC(=O)c1ccc(NC(=O)C2CCCO2)cc1 (centres undefined)
-1,7,O=C(Nc1ccc(Oc2ccccc2)cc1)c1ccco1
2,6,CCCC(=O)Nc1ccc(-c2nc3cc(C)ccc3o2)cc1
6,-14,CCOC(=O)CC(/C(C)=N\O)c1ccccc1 (centres undefined)
-9,-7,Cc1ccc(/C=N/n2c(C)nnc2C)cc1

Some of these compounds in order of length of the SMILES, lowest first.
TNAP inh pNP,TNAP Pi inh,SMILES
6,-14,CCOC(=O)CC(/C(C)=N\O)c1ccccc1 (centres undefined)
-7,2,CC(=O)Nc1ccc(NC(=O)N2CCCCC2)cc1
4,14,CCCCc1nnc(SCCSc2nnc(CCCC)n2N)n1N
1,-10,CCCCOC(=O)c1ccc(NC(=O)C2CCCO2)cc1 (centres undefined)

(listing goes on)
TNAP inh pNP,TNAP Pi inh,SMILES
2,9,O=C(CSc1nnc(-c2cnccn2)n1Cc1ccco1)Nc1ccc(Br)cc1
5,5,Cc1cc(C(=O)Nc2sc3c(c2C#N)CCC(C)C3)cs1 (centres undefined)
1,-6,COc1ccc(CNC(=O)c2cccc(N(C)C)c2)cc1
-5,7,Cc1nc(N2CCN(Cc3ccccc3)CC2)nc2c1C(=O)CC(c1ccco1)C2 (centres undefined)
5,10,N#CNC1=NCN(CCc2ccccc2)CN1
3,8,CC1CN(S(=O)(=O)c2cccc(-c3cn4cccnc4n3)c2)CC(C)O1 (centres undefined)
-6,-2,O=C(Nc1ccc(CN2CCCCC2)cc1)c1ccc(Br)o1
-3,-4,C=CCn1c(-c2ccccc2)n[nH]c1=S
1,6,Cc1cc(C)nc(NC2=NCCN2C(=O)NC2CCCCC2)n1
5,9,Cc1cc2ccccc2nc1SCC(=O)N1CCCC1
-8,-1,CC(C)C(OC(=O)c1cc2sccc2n1C)C(=O)NCC1CCCO1 (centres undefined)
-2,4,Cc1cnc(NC(=O)C2=C(O)c3ccccc3S(=O)(=O)N2C)s1
-8,2,COC(=O)c1c(NC(=O)c2ccco2)sc(C(=O)N2CCCC2)c1C
7,3,CC1(C)OC(=O)CC1C(=O)NCc1ccccc1 (centres undefined)
6,-5,CN1CCN(C(=O)c2ccccc2NC(=O)CCN2C(=O)c3ccccc3C2=O)CC1
1,-3,COc1c(F)c(F)c(-c2csc(N)n2)c(F)c1F
8,20,O=C1c2ccccc2NC2(CCCCC2)N1c1ccc(O)cc1
2,13,CC(C)(C)NC(=O)C(c1cccs1)N(CC1CCCO1)C(=O)Cn1nnc(-c2cccs2)n1 (centres undefined)
5,2,COc1ccc2nc(NC(=O)Cn3cnc4c(=O)n(C)c(=O)n(C)c43)sc2c1
0,7,O=C(Nn1cnnc1)c1ccc(F)c(S(=O)(=O)N2CCCCC2)c1
0,5,O=C(COc1ccccc1Br)NCc1ccco1
3,4,O=C(Nc1cnccn1)c1csc2ccccc12
0,0,CCOC(=O)C1CCN(C(=O)CSc2nnc(-c3ccco3)n2-c2ccccc2)CC1
2,8,Cc1ccccc1-c1nn2c(-c3ccccc3)nnc2s1

Ordered by value in TNAP inh pNP (ascending): some entries from above
Structure	TNAP inh pNP
CCSc1nc2sc3c(c2c2nnc(SCC(=O)NCc4ccco4)n12)CCCC3	2
CCc1cc(=O)oc2cc(C)cc(OC(C)C(=O)O)c12 (centres undefined)	4
Cc1ccc(NCc2nnc(SCC(=O)NCCc3ccccc3)n2C)cc1	5

The list continues:
TNAP inh pNP,TNAP Pi inh,SMILES
0,0,CCCC(=O)C1=C(SCC)CC(C)(C)C(C(=O)OC)C1=O (centres undefined)
-9,-9,CC(=O)c1cccc(NC(=O)c2ccc(S(=O)(=O)N3CCCCC3)cc2)c1
0,5,O=C(CCN1CCN(c2ccccc2)CC1)Nc1ccccc1F
0,0,CCCC(=O)Nc1cc(Cl)ccc1N1CCN(C(=O)CC)CC1
-1,11,COCCn1c(-c2ccccc2)nc(=S)c2c1CC(C)(C)OC2
6,14,COC(=O)c1c(NC(=O)c2ccco2)sc(C(=O)Nc2ccc(F)cc2)c1C
2,-24,O=C(NCCCN1CCOCC1)C1(c2ccccc2)CCOCC1
0,0,CCOC(=O)Cc1csc(SCC(=O)N2CCN(c3ccc(OC)cc3)CC2)n1
3,9,O=C1C2=C(SCCS2)C(=O)N1CCCO
6,3,COC(=O)C(NC(C)=O)(Nc1ccc(Br)cn1)C(F)(F)F (centres undefined)
4,19,CCc1cc2c(SCC(=O)C(C#N)=C3N(C)c4ccccc4N3C)ncnc2s1
2,6,CCOc1ccc(NC(=O)CSc2nnc(-c3ccco3)n2C)cc1
-2,-2,CCCCC(=O)Nc1c(O)c2ccccc2[nH]c1=O
7,-18,CC(NC(=O)c1ccc2c(c1)OCO2)C1CCCO1 (centres undefined)
2,-1,O=C(CC(c1ccccc1)c1ccco1)N1CCOCC1 (centres undefined)
1,13,O=C(Nc1ccc(NC(=O)c2cccs2)cn1)c1ccco1
8,19,Cc1noc(C)c1C(=O)OCC(=O)c1cc(C)n(Cc2ccccc2Cl)c1C
5,11,CC(C)Nc1nc(NC(C)C)nc(N(C)n2cnnc2)n1
5,4,O=c1c2[nH]c3ccc(F)cc3c2ncn1C1CCCCC1
3,-5,CC1(C)C/C(=C(/C#N)C(N)=O)CCO1
6,5,COc1ccc(NC(=O)Cc2nnc(SCC(=O)Nc3cc(C)ccc3OC)n2C)cc1
0,3,Cc1cc(NC(=O)CSc2nnc(COc3cccc(C)c3C)n2C)no1
-2,-2,CCOc1ccc(C2/C(=C(/O)c3ccc(F)cc3)C(=O)C(=O)N2CCCN(C)C)cc1 (centres undefined)
-5,-2,COCCn1c(SCC(=O)Nc2ncc(C)s2)nc2sc3c(c2c1=O)CCC3
-2,13,COC(=O)CCc1c(C)nn(-c2ccccc2)c1C
